PLC-gamma1 inh: PLC-gamma1 (human) inhibition, primary screen; inhibition, % at 12.2 µM; purified PLC-gamma1, fluorogenic substrate, fluorescence; P19174; 0.84% of 370,000 active; in the data active means inhibition above about 9.5%
Target sequence (P19174 whole entry, looked up): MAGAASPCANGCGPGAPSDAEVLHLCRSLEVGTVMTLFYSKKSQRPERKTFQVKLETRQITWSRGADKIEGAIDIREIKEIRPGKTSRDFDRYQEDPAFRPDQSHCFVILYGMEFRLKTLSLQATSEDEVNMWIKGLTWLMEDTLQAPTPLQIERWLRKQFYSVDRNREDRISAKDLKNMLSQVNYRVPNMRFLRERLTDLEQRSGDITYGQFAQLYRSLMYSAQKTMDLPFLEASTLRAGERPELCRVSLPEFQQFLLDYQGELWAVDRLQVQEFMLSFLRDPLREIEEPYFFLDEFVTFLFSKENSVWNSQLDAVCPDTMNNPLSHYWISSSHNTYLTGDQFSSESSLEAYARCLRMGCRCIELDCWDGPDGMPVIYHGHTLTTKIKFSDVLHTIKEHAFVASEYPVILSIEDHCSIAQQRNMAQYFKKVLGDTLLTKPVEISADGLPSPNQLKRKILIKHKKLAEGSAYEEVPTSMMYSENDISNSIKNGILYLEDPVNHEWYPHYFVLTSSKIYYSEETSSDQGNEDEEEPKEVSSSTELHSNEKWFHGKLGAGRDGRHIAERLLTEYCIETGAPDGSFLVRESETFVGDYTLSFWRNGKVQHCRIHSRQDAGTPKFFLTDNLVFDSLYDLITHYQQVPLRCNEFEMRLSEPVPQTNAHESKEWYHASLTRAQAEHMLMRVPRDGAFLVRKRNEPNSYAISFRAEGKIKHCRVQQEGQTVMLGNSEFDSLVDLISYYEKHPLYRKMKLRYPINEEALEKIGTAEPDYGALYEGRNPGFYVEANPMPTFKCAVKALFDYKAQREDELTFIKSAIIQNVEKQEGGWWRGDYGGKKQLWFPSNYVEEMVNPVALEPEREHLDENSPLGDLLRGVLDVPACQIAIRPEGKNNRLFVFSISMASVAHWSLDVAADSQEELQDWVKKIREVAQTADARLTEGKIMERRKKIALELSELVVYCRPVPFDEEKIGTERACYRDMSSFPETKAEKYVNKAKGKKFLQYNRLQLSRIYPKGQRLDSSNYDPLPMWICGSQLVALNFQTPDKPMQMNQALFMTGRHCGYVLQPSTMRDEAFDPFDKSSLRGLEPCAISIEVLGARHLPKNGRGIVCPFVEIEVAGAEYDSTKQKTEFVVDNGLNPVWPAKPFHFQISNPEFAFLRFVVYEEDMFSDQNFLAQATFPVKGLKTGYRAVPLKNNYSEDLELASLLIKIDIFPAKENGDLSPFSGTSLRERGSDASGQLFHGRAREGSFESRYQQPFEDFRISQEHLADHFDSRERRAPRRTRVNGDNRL
Tn7 DDE FP: DD(E)-Tn7 binding inhibition, primary FP screen; 0.13% of 370,000 active; inhibition, % at 8.3 µM; FP displacement of FITC-Tn7 peptide from fibrin DD(E); 0% = median of compound wells per plate; AID 720508;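 active means inhibition above the mean of compounds falling within the control limits plus 3 SD of them, cut at about 14% in these data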;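 further: 0% = plate median of compound wells and 100% = 10 µM Aha-Tn7 peptide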
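Assay system: human fibrin DD(E). Input: DD(E) 2 µM final. Medium: Tris buffer with calcium and detergent, pH 7.8. Compound dosing: single point at 8.3 µM. Timing: 10 min plus 3 h, room temperature. Technique: fluorescence polarization of the labelled Tn7 tracer. Read-out: percent inhibition. Replicates: singlicate testing.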
ADAM17 inh: inhibits human ADAM17; P78536; recombinant ADAM17, EDANS/DABCYL FRET peptide cleavage; inhibition, % at 6.95 µM; 0.83% of 370,000 active; AID 720648;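 active means inhibition above the mean of compounds lying between control limits plus 3 SD, set per campaign, cut at about 8.5% in these data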;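 further: 0% = DMSO-only wells as the low control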
ADAM10 inh: ADAM10 inhibition, QFRET primary screen | O14672 | recombinant ADAM10, EDANS/DABCYL FRET peptide cleavage, 3 h | 0.62% of 370,000 active | inhibition, % at 7 µM;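 active means inhibition above a per-campaign cutoff equal to the mean of compounds falling between control-based bounds plus 3 SD, cut at about 20% in these data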;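 further: 0% = DMSO wells while the 100% control is not disclosed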
DDE Tn6 FP inh: inhibitors of Tn6 peptide binding to human fibrin DD(E); Fibrin DD(E) TRITC-Tn6 fluorescence polarization displacement; inhibition, % at 8.3 µM; 0.21% of 370,000 active; AID 720509;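 active means inhibition above a per-campaign cutoff: mean of compounds within control limits plus 3 SD, cut at about 15% in these data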;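 further: 0% = median of all compound wells on the plate and 100% = blocking peptide control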
PLC-beta3 inh: inhibitors of human phospholipase C beta3; Q01970; 0.18% of 370,000 active; inhibition, % at 12.2 µM; Purified PLC-beta3, fluorogenic substrate, fluorescence; in the data active means inhibition above about 11%;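 further: 0% = median of compound wells on plate and 100% = full blocker control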
SIAE primary: inhibitors of human sialic acid acetylesterase SIAE. AID 1053197. inhibition, % at 9.66 µM. SIAE FP-Rh probe binding, fluorescence polarization. 0.69% of 370,000 active;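 active means inhibition above a cutoff: mean of compounds within the control limits plus 3 SD of those, cut at about 17% in these data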;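 further: 0% = plate median of compound wells and 100% = probe without SIAE protein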
ASAP1 inh: inhibitors of human ASAP1 ArfGAP activity. Q9ULH1. ASAP1-stimulated ARF1 GTP hydrolysis, GDP FP detection. inhibition, % at 16.5 µM. 0.19% of 360,000 active; in the data active means inhibition above about 25%;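 further: 0% = vehicle with enzyme and substrate and 100% = no enzyme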
ARFGAP1 inh: inhibitors of rat ARFGAP1; Q62848; Arfgap1-stimulated ARF1 GTP hydrolysis, GDP FP detection; inhibition, % at 16.5 µM; 0.26% of 360,000 active; AID 651572;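 active means inhibition above a per-plate limit, mean inhibition of low control wells plus 3 SD, cut at about 25% in these data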;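 further: 0% = DMSO wells with enzyme and 100% = wells lacking Arfgap1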
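Assay system: Rat Arfgap1 GAP domain (His6, aa 1-136), purified enzyme | Buffer or medium: HEPES 25 mM pH 7.5, NaCl 150 mM, MgCl2, DTT | Schedule: GTP hydrolysis reaction 2 h at 25 °C | Signal: FP of antibody-bound GDP Alexa 633 tracer, ex 620/em 688 nm | Measure: Percent inhibition of Arfgap1-stimulated GTP hydrolysis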
TDP2 absorb: TDP2 (human) inhibition, absorbance primary screen; inhibition, % at 12.8 µM; recombinant TDP2, T5PNP hydrolysis, p-nitrophenol absorbance 415 nm; O95551; 0.34% of 370,000 active;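 active means inhibition above the mean of all tested compounds plus 3 SD, set per campaign, cut at about 25% in these data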;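 further: 0% = DMSO with enzyme and 100% = buffer with substrate but no TDP2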
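System – recombinant human TDP2 · Quantity – TDP2 enzyme at 120 nM final · Doses – single concentration, 12.8 µM nominal, with 1% DMSO · Incubation – 2 h at 37 °C · Measured by – epi absorbance of p-nitrophenol freed from T5PNP by hydrolysis · Read-out – % inhibition relative to enzyme-containing and enzyme-free wells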
An asterisk follows results filed as active.

O=C1NC[C@H](Cc2ccc(O)cc2)N(C[C@@H]2CCCN2C[C@H](Cc2ccccc2)N2C[C@H](Cc3ccc(O)cc3)N(CCc3ccccc3)C(=O)C2=O)C1=O was read as PLC-gamma1 inh 4, Tn7 DDE FP -4, ADAM17 inh -2, ADAM10 inh -2, DDE Tn6 FP inh 4, PLC-beta3 inh 5, SIAE primary 5, ASAP1 inh 11, ARFGAP1 inh 3 and TDP2 absorb 4.
`CCOC(=O)CSc1nc2cc(C(F)(F)F)cnc2n1C` gave PLC-gamma1 inh 1, Tn7 DDE FP -1, ADAM17 inh -2, ADAM10 inh -2, DDE Tn6 FP inh 0, PLC-beta3 inh -5, SIAE primary 1, ASAP1 inh 11, ARFGAP1 inh 4 and TDP2 absorb -1.
Screening NC1=NC(=O)CC(C(=O)NCCc2ccccc2)S1 (stereo not drawn) returned PLC-gamma1 inh 1, Tn7 DDE FP -2, ADAM17 inh -2, ADAM10 inh -2, DDE Tn6 FP inh 7, PLC-beta3 inh 0, SIAE primary -5, ASAP1 inh -1, ARFGAP1 inh -4 and TDP2 absorb -8.
Screening CCS(=O)(=O)Nc1cccc(C2=NN(S(C)(=O)=O)C(c3ccccc3)C2)c1 (stereo not drawn) returned PLC-gamma1 inh 0, Tn7 DDE FP -4, ADAM17 inh 0, ADAM10 inh -1, DDE Tn6 FP inh -2, PLC-beta3 inh -4, SIAE primary 3, ASAP1 inh 6, ARFGAP1 inh -2 and TDP2 absorb 3.
For CC(C)C(=O)Nc1nnc(S(=O)(=O)N2CCc3ccccc32)s1 the results were PLC-gamma1 inh 0, Tn7 DDE FP 8, ADAM17 inh -1, ADAM10 inh -14, DDE Tn6 FP inh -2, PLC-beta3 inh 1, SIAE primary -1, ASAP1 inh 2, ARFGAP1 inh -4 and TDP2 absorb -1.
`COc1ccc(NC(=O)CSc2nc3sc(C)cc3c(=O)n2C)cc1` gave PLC-gamma1 inh 3, Tn7 DDE FP -10, ADAM17 inh 1, ADAM10 inh 2, DDE Tn6 FP inh 2, PLC-beta3 inh 1, SIAE primary 0, ASAP1 inh 5, ARFGAP1 inh -2 and TDP2 absorb 1.
`O=C(O)c1cncc(C#Cc2ccccc2)c1` gave PLC-gamma1 inh 1, Tn7 DDE FP 1, ADAM17 inh -5, ADAM10 inh 3, DDE Tn6 FP inh -8, PLC-beta3 inh -5, SIAE primary -5, ASAP1 inh 5, ARFGAP1 inh -7 and TDP2 absorb 1.
O=C(CCCCC(=O)NNC(=O)COc1ccccc1)NNC(=O)COc1ccccc1 was read as PLC-gamma1 inh -3, Tn7 DDE FP -6, ADAM17 inh 1, ADAM10 inh 1, DDE Tn6 FP inh -4, PLC-beta3 inh -6, SIAE primary 3, ASAP1 inh 2, ARFGAP1 inh -12 and TDP2 absorb -5.
O=C(c1ccc2ccccc2c1)N1CCN(S(=O)(=O)/C=C/c2ccccc2)CC1 was read as PLC-gamma1 inh 2, Tn7 DDE FP 1, ADAM17 inh -3, ADAM10 inh -14, DDE Tn6 FP inh -3, PLC-beta3 inh 5, SIAE primary 1, ASAP1 inh 11, ARFGAP1 inh 4 and TDP2 absorb -8.
Cc1cc(N2CCN(c3ccccc3)CC2)nc2ccccc12 was read as PLC-gamma1 inh -15, Tn7 DDE FP -1, ADAM17 inh -6, ADAM10 inh -6, DDE Tn6 FP inh 5, PLC-beta3 inh -18, SIAE primary 13, ASAP1 inh 6, ARFGAP1 inh -12 and TDP2 absorb -5.
Cc1c(C(=O)O)sc(S(=O)(=O)N2CCN(C(=O)Cc3ccccc3)CC2)c1C(=O)O was read as PLC-gamma1 inh 2, Tn7 DDE FP -5, ADAM17 inh -4, ADAM10 inh -6, DDE Tn6 FP inh 7, PLC-beta3 inh 0, SIAE primary 4, ASAP1 inh 11, ARFGAP1 inh -18 and TDP2 absorb 3.
CCN(CC(=O)Nc1c(F)cccc1F)C(=O)c1cccc(S(=O)(=O)N2CCCCCC2)c1 was read as PLC-gamma1 inh 2, Tn7 DDE FP 0, ADAM17 inh 1, ADAM10 inh -8, DDE Tn6 FP inh -10, PLC-beta3 inh -7, SIAE primary 3, ASAP1 inh -5, ARFGAP1 inh -7 and TDP2 absorb 2.

Sorted by heavy-atom count (rising): part of the list above
`O=C(O)c1cncc(C#Cc2ccccc2)c1` gave PLC-gamma1 inh 1, Tn7 DDE FP 1, ADAM17 inh -5, ADAM10 inh 3, DDE Tn6 FP inh -8, PLC-beta3 inh -5, SIAE primary -5, ASAP1 inh 5, ARFGAP1 inh -7 and TDP2 absorb 1.
`COc1ccc(NC(=O)CSc2nc3sc(C)cc3c(=O)n2C)cc1` gave PLC-gamma1 inh 3, Tn7 DDE FP -10, ADAM17 inh 1, ADAM10 inh 2, DDE Tn6 FP inh 2, PLC-beta3 inh 1, SIAE primary 0, ASAP1 inh 5, ARFGAP1 inh -2 and TDP2 absorb 1.
Screening CCS(=O)(=O)Nc1cccc(C2=NN(S(C)(=O)=O)C(c3ccccc3)C2)c1 (stereo not drawn) returned PLC-gamma1 inh 0, Tn7 DDE FP -4, ADAM17 inh 0, ADAM10 inh -1, DDE Tn6 FP inh -2, PLC-beta3 inh -4, SIAE primary 3, ASAP1 inh 6, ARFGAP1 inh -2 and TDP2 absorb 3.
CCN(CC(=O)Nc1c(F)cccc1F)C(=O)c1cccc(S(=O)(=O)N2CCCCCC2)c1 was read as PLC-gamma1 inh 2, Tn7 DDE FP 0, ADAM17 inh 1, ADAM10 inh -8, DDE Tn6 FP inh -10, PLC-beta3 inh -7, SIAE primary 3, ASAP1 inh -5, ARFGAP1 inh -7 and TDP2 absorb 2.

Following part.
COc1cc(C)nc(NCc2ccccc2)n1 was read as PLC-gamma1 inh -2, Tn7 DDE FP -10, ADAM17 inh -2, ADAM10 inh 1, DDE Tn6 FP inh -3, PLC-beta3 inh 0, SIAE primary 7, ASAP1 inh -2, ARFGAP1 inh 7 and TDP2 absorb 9.
`CCC(C)(C)NC(=O)C(c1ccc(C)o1)N(C(=O)c1csnn1)c1cccc(F)c1` (stereo not drawn) gave PLC-gamma1 inh 3, Tn7 DDE FP 1, ADAM17 inh -2, ADAM10 inh 9, DDE Tn6 FP inh 0, PLC-beta3 inh 1, SIAE primary 3, ASAP1 inh 3, ARFGAP1 inh 10 and TDP2 absorb -4.
Screening Oc1ccc(-c2cnc3c(Nc4cccc(OC(F)(F)C(F)F)c4)nccn23)cc1 returned PLC-gamma1 inh -262, Tn7 DDE FP -9, ADAM17 inh -7, ADAM10 inh -30, DDE Tn6 FP inh -3, PLC-beta3 inh -339, SIAE primary 0, ASAP1 inh 3, ARFGAP1 inh 13 and TDP2 absorb -4.
CC(C)CNC(=O)[C@H](Cc1ccccc1)NC(=O)c1ccco1 was read as PLC-gamma1 inh 2, Tn7 DDE FP -11, ADAM17 inh 4, ADAM10 inh 5, DDE Tn6 FP inh -5, PLC-beta3 inh 2, SIAE primary 4, ASAP1 inh -12, ARFGAP1 inh 4 and TDP2 absorb -10.
Screening O=C(CCc1ccc(S(=O)(=O)NC2CCCCC2)cc1)NCc1cccnc1 returned PLC-gamma1 inh 3, Tn7 DDE FP -6, ADAM17 inh 0, ADAM10 inh 2, DDE Tn6 FP inh -5, PLC-beta3 inh 4, SIAE primary 0, ASAP1 inh 16, ARFGAP1 inh 2 and TDP2 absorb 9.
COc1ccccc1OCC(=O)Nc1ncc(C)s1 was read as PLC-gamma1 inh -2, Tn7 DDE FP 4, ADAM17 inh 0, ADAM10 inh -25, DDE Tn6 FP inh -2, PLC-beta3 inh -8, SIAE primary 3, ASAP1 inh -7, ARFGAP1 inh -4 and TDP2 absorb 11.
For CN(C)c1nc(-c2cccnc2)nc(-c2ccccc2)c1C#N the results were PLC-gamma1 inh -4, Tn7 DDE FP 0, ADAM17 inh -2, ADAM10 inh -5, DDE Tn6 FP inh 7, PLC-beta3 inh -8, SIAE primary 0, ASAP1 inh 5, ARFGAP1 inh -18 and TDP2 absorb 1.
CC(=O)Nc1ccc(NC(=O)c2ccc(-c3ccccc3Cl)o2)cc1 was read as PLC-gamma1 inh -9, Tn7 DDE FP 10, ADAM17 inh -2, ADAM10 inh 3, DDE Tn6 FP inh 3, PLC-beta3 inh -15, SIAE primary 2, ASAP1 inh 5, ARFGAP1 inh 14 and TDP2 absorb 6.
For COc1ccc(NC(=O)COC(=O)CCc2ccc(S(=O)(=O)N3CCOCC3)cc2)cc1Cl the results were PLC-gamma1 inh 0, Tn7 DDE FP -1, ADAM17 inh 0, ADAM10 inh -3, DDE Tn6 FP inh 3, PLC-beta3 inh -2, SIAE primary -3, ASAP1 inh -1, ARFGAP1 inh -4 and TDP2 absorb -11.
Cn1c(CCC(=O)OCC(=O)Nc2ccc(Oc3ccccc3)cc2)nc(=O)c2ccccc21 was read as PLC-gamma1 inh 0, Tn7 DDE FP -1, ADAM17 inh -1, ADAM10 inh 3, DDE Tn6 FP inh 3, PLC-beta3 inh -3, SIAE primary 4, ASAP1 inh -8, ARFGAP1 inh 8 and TDP2 absorb 6.
Screening COC(=O)Cc1[nH]n(-c2ccccc2)c(=O)c1C(C)=Nc1ccccc1 returned PLC-gamma1 inh 0, Tn7 DDE FP 1, ADAM17 inh -2, ADAM10 inh 7, DDE Tn6 FP inh 0, PLC-beta3 inh 0, SIAE primary 8, ASAP1 inh 4, ARFGAP1 inh -1 and TDP2 absorb 0.
Screening COc1ccc2cc(C(=O)NCc3ccccc3)c(=Nc3ccc(C(=O)O)cc3)oc2c1 returned PLC-gamma1 inh -23, Tn7 DDE FP -6, ADAM17 inh -116, ADAM10 inh -352, DDE Tn6 FP inh 4, PLC-beta3 inh -30, SIAE primary 1, ASAP1 inh 0, ARFGAP1 inh 0 and TDP2 absorb -9.
Screening COCCOC(=O)N/C=C\c1nc2ccccc2c(=O)[nH]1 returned PLC-gamma1 inh -3, Tn7 DDE FP 5, ADAM17 inh -1, ADAM10 inh -7, DDE Tn6 FP inh -5, PLC-beta3 inh -4, SIAE primary 5, ASAP1 inh -8, ARFGAP1 inh 7 and TDP2 absorb 7.
O=C(Nc1ccccc1F)c1ccccc1C(=O)Nc1ccccc1F was read as PLC-gamma1 inh 0, Tn7 DDE FP -2, ADAM17 inh -9, ADAM10 inh -1, DDE Tn6 FP inh -7, PLC-beta3 inh 2, SIAE primary -1, ASAP1 inh 4, ARFGAP1 inh -6 and TDP2 absorb -1.

Screening data: PubChem, The Scripps Research Institute Molecular Screening Center
